# CHOP UPR activ: activators of apoptotic CHOP UPR arm, primary screen, cell-based, CHO-CHOP luciferase reporter, luminescence, uHTS; UPR activation; percent of tunicamycin response over DMSO baseline; activation, % at 10 µM; 330,000 tested, 0.34% active;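 active = at 10 µM dose, activation of 40% or more, normalized to positive control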;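 note: 100% = tunicamycin at 10 µg/mL and 0% = DMSO alone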
#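 measured by = luciferase luminescence | assay system = CHO-CHOP cells, stable luciferase reporter of PERK-eIF2a-CHOP signalling | amount = 500 reporter cells seeded per well | timing = 6 h compound exposure at 37 °C after overnight seeding | controls = positive tunicamycin 10 µg/mL, negative DMSO alone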
# CXCR6 block: CXCR6 receptor inhibitors, primary screen, cell-based, beta-arrestin, luminescence, CHO-K1 PathHunter, 1536-well. C-X-C chemokine receptor type 6 (Homo sapiens), O00574. inhibition, % at 20 µM. AID 602244, 2012. 360,000 tested, 0.36% active; in the data active = inhibition above about 34%, passing the limit was not always enough;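 note: antagonist mode with CXCL16 agonist at 10 nM final; 0% = 10 nM CXCL16 with DMSO and 100% = unstimulated wells without agonist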
# Mdm2-MdmX inh: inhibitors of human Mdm2-MdmX association, primary screen, cell-based, luminescence, split luciferase, SaOS-2, uHTS; Protein Mdm4 (Homo sapiens) + E3 ubiquitin-protein ligase Mdm2 (Homo sapiens), …; SaOS-2 split-luciferase Mdm2/MdmX complementation; inhibition, % at 8 µM; 330,000 tested, 3% active;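 active = inhibition of at least 50% at 8 µM in the primary screen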
# Target sequence (O15151 whole entry, looked up): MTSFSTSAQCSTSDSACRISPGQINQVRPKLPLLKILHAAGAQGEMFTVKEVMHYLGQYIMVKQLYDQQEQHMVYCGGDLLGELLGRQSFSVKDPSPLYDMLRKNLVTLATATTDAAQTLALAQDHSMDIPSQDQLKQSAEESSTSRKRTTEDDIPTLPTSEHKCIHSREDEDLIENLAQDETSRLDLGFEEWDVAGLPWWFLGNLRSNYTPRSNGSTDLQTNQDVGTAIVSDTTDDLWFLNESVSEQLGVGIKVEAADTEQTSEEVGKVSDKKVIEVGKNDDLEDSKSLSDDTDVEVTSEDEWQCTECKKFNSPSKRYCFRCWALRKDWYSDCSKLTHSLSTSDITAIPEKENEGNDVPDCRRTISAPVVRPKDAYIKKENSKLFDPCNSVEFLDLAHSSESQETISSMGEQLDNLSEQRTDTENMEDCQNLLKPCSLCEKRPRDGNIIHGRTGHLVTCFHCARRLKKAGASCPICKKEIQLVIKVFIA
# Target sequence (Q00987 whole entry, looked up): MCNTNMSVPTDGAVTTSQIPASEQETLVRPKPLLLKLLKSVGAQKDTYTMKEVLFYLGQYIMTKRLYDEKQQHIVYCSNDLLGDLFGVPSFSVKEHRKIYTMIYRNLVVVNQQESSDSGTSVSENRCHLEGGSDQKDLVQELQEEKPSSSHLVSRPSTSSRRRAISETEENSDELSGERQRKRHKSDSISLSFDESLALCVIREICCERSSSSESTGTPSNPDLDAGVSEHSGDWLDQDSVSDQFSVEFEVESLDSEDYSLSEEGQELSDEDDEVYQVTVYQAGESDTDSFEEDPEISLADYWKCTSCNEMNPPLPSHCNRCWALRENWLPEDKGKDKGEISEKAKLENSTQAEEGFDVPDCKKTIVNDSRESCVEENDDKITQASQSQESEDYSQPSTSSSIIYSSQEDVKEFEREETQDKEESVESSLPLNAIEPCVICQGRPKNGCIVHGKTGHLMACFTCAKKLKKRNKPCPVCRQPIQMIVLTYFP
# APJ agonist: agonists of human apelin receptor APJ, primary screen, CHO-K1 cells, PathHunter beta-arrestin, luminescence. P35414. 0% DMSO wells, 100% apelin. activation, % at 20 µM. 330,000 tested, 0.11% active. AID 2520, 2010;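 active = activation more than six SD over the plate average, tested at 20 µM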;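 note: 0% = DMSO alone and 100% = apelin-13 at 10 nM; some results filed as inactive read as strong as hits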
#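 assay system = CHO-K1 APJ beta-arrestin complementation cell line | input = cell density 1000 per well | dosing = compound 20 µM once, DMSO 1% | timing = compound 90 min 25 °C, reagent 1 h | measured by = luminescence from split beta-galactosidase complementation, Galacton Star/Emerald II substrate | read-out basis = APJ agonist activity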
# UPR XBP1 act: activators of adaptive XBP1 UPR arm, primary screen, cell-based, CHO-XBP1 luciferase reporter, luminescence, uHTS; IRE1-XBP1 UPR activation; percent of tunicamycin response, DMSO as zero; activation, % at 20 µM; 330,000 tested, 0.33% active;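 active = versus positive control, 20 µM dose yields 30% or more activation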;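 note: 100% = tunicamycin at 10 µg/mL and 0% = DMSO only wells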
#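 Material: CHO cell line with stable XBP1 luciferase reporter; schedule: 16-18 h cell attachment at 37 °C, then 6 h compound exposure; signal: glow luminescence from Steady-Glo reagent; medium: serum-containing F12 medium, 10% FBS; benchmarks: tunicamycin 10 µg/mL and vehicle-only wells; read-out: percent activation relative to tunicamycin reference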
# CCR6 antagonist: CCR6 receptor antagonists, primary screen, cell-based, CHO-K1, luminescence, beta-arrestin, uHTS. CHO-K1 CCR6 PathHunter beta-arrestin, CCL20-stimulated. 340,000 tested, 0.49% active. inhibition, % at 20 µM. C-C chemokine receptor type 6 (Homo sapiens), P51684. AID 493098, 2011;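 active = compounds whose inhibition of the agonist-driven luminescence signal at 20 µM reaches about 50%, limit read from the data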;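 note: cells stimulated with CCL20 at 14 nM final; plate controls were DMSO with CCL20 for no effect and DMSO without agonist for full effect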
# EBI2 antag: EBI2 receptor antagonists, beta-arrestin recruitment, primary screen, cell-based, luminescence, 7a,25-OHC stimulation, uHTS. G-protein coupled receptor 183 (Homo sapiens), P32249. 7a,25-OHC stimulated. inhibition, % at 5 µM. 360,000 tested, 0.81% active. AID 651636, 2012; in the data active = inhibition above about 38%;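 note: enzyme fragment complementation signal reports receptor beta-arrestin coupling in cells; 0% = agonist plus DMSO wells and 100% = wells without agonist; some results beyond the cut were filed as inactive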
# APJ antag: antagonists of human apelin receptor APJ, primary screen, CHO-K1 cells, beta-arrestin complementation, luminescence; AID 2521, 2010; 330,000 tested, 0.32% active; inhibition, % at 20 µM;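 active = inhibition above about 40% at 20 µM, limit read from the data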;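 note: cells challenged with 10 nM apelin-13 agonist together with compound; plate controls were apelin-13 plus DMSO wells for no effect and DMSO wells lacking apelin-13 for full effect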
# tim23-1 inh: growth inhibitors of tim23-1 mutant yeast, primary screen, luminescence, uHTS; inhibition, % at 20 µM; S. cerevisiae tim23-1 growth, BacTiter-Glo luminescence, 24 h; 330,000 tested, 1.3% active;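 active = growth inhibition of the mutant yeast at or above 50%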;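 note: temperature-sensitive mutant grown at 25 °C; plate controls were DMSO-treated mutant yeast for no effect and medium wells lacking yeast for full effect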
# Starred values were filed as active, the others as inactive. These rows are one share of the data, so the mix of outcomes need not match the whole.
SMILES,CHOP UPR activ,CXCR6 block,Mdm2-MdmX inh,APJ agonist,UPR XBP1 act,CCR6 antagonist,EBI2 antag,APJ antag,tim23-1 inh
Cc1ccc(C)c(NC2=C(Cl)C(=O)OC2OC(C)C)c1 (stereo unspecified),0.1,1.1,14.5,-2.5,2.9,4.9,4.7,5.2,15.5
O=C(Cc1ccc(Cl)cc1)NNC(=O)c1ccco1,2.5,-17.3,21.9,-2.0,-5.1,1.6,-18.1,-1.9,-2.9
O=S(=O)(NCC(c1ccco1)N1CCCCC1)c1cccc(C(F)(F)F)c1 (stereo unspecified),3.4,-0.7,0.3,-0.5,-4.7,12.9,-6.3,-2.1,17.1
CCOC(=O)c1c(C)[nH]c(C(=O)N2CCC(C(=O)OCC)CC2)c1C,1.1,2.8,15.2,-0.8,-5.6,-1.9,-3.6,-3.0,6.1
COc1cc(/C=C(/C#N)c2nc3ccccc3[nH]2)ccc1OCC(=O)Nc1ccccc1C(C)C,75.6*,6.4,100.4*,28.7*,-5.7,6.5,-4.8,-18.1,10.4
Cc1ccc(S(=O)(=O)c2ccc(Oc3ccccc3)cc2)cc1,-0.4,-0.5,29.8,-4.1,0.2,3.9,-4.8,-3.8,16.5
C=CC[C@H](CC(=O)N(CCO)Cc1ccccc1)C(=O)N[C@H](COC(=O)[C@@H](CC=C)Cc1ccc(F)cc1)C(C)(C)C,0.7,14.6,21.5,3.9,1.1,5.1,11.4,-1.4,27.8
CC[C@H](C)[C@H](NC(N)=O)C(=O)OCC(=O)NCc1ccc(Cl)cc1,-1.1,0.2,7.4,0.4,-3.3,-2.9,-1.5,7.5,5.6
O=C(Nc1cccnc1)Nc1ccc(Br)cc1Cl,3.7,-10.1,-1.0,-1.2,1.8,-34.6,-9.2,0.4,-2.3
O=C(CN1CCN(c2nc(-c3ccccc3)cs2)CC1)NNC(=O)c1ccco1,0.9,-0.3,1.5,-6.4,0.0,7.0,-10.8,1.2,-5.9
CN(c1ccccc1)S(=O)(=O)c1ccc(Cl)c(C(=O)OCC(=O)NCc2ccco2)c1,0.4,-2.3,12.4,-1.5,-3.1,2.2,2.3,-5.9,10.3
COc1cc(NC(=O)C2CC(c3c(F)cccc3Cl)=NO2)cc(OC)c1OC (stereo unspecified),-0.9,-0.6,12.3,3.7,-6.2,-6.8,-8.5,8.2,12.9
COC(CNC(=O)CNC(=S)N(Cc1ccccc1)Cc1cccnc1)OC,-0.7,-0.7,3.3,-1.7,1.5,-9.8,0.8,-4.5,17.6
O=C(O)CNC(=O)CCN1C(=O)c2ccccc2C1=O,-1.2,4.3,-3.5,0.9,-2.9,1.7,-9.2,25.2,9.4
COc1ccc(CN(C)CC2CCCN(CCc3ccccc3C)C2)cc1O (stereo unspecified),2.6,-3.2,4.2,-1.3,0.2,17.1,-4.0,-22.8,-24.5
COC(=O)c1ccccc1NC(=O)c1ccc2nccnc2c1,0.3,-9.3,19.0,-3.9,0.6,7.8,3.4,1.2,15.9
Cc1cccc(C)c1Nc1c(-c2ccc(N3CCOCC3)cc2)nc2cnccn12,0.9,-3.1,13.2,0.5,0.9,1.8,4.8,-13.9,29.5
Cc1ccc(-c2nn3c(C)nnc3c3ccccc23)cc1S(=O)(=O)NCc1ccco1,0.0,10.5,46.6,-3.3,2.1,14.2,13.8,18.1,12.7
COc1ccc(CNC(=O)c2ccccc2SC)cc1,-0.6,-5.0,18.4,2.6,-2.4,11.4,1.1,-4.8,-8.7
COc1ccccc1N1CCN(C(=O)COc2cc(C)cc3oc(=O)cc(C)c23)CC1,2.1,5.1,16.8,1.1,-2.1,16.2,-4.5,3.4,-13.9
COc1ccccc1C(=O)Nc1ccc2c(c1)CCCN2C(=O)c1cccs1,-0.2,2.4,21.3,-1.4,-1.3,3.8,8.9,-8.4,34.0
COc1ccc(C2CC(=O)C=C(NCc3ccc4c(c3)OCO4)C2)cc1 (stereo unspecified),1.4,-3.0,4.4,-0.3,2.3,7.9,13.5,12.6,6.4
COc1ccc(Br)cc1/C=N/NC(=O)c1ccco1,0.1,-12.0,18.1,-3.6,-0.7,-1.3,-11.6,7.6,24.0
COc1ccc(NC(=S)NCCCN2CCN(C3CCCCC3)CC2)cc1,0.3,9.7,2.0,-3.2,-0.2,6.3,-10.5,17.9,0.5

# Entries above marked active in APJ agonist.
mol | CXCR6 block | Mdm2-MdmX inh | APJ agonist | UPR XBP1 act | CCR6 antagonist | EBI2 antag | APJ antag
COc1cc(/C=C(/C#N)c2nc3ccccc3[nH]2)ccc1OCC(=O)Nc1ccccc1C(C)C | 6.4 | 100.4* | 28.7* | -5.7 | 6.5 | -4.8 | -18.1

# The listing continues.
SMILES,CHOP UPR activ,CXCR6 block,Mdm2-MdmX inh,APJ agonist,UPR XBP1 act,CCR6 antagonist,EBI2 antag,APJ antag,tim23-1 inh
CCCOc1ccc(CNC(=O)Cn2ncc3ccccc32)cc1,1.7,-15.8,-27.2,-3.1,1.4,8.7,-11.8,4.9,25.3
CCn1c(-c2ccccc2Cl)nn(CC(=O)Nc2ccccc2OC)c1=S,-3.2,-1.9,-15.9,-1.7,4.1,-1.3,1.3,-18.1,11.7
CC1(C)Oc2cc(N)c([N+](=O)[O-])cc2O1,2.1,-0.2,5.2,-0.3,-0.4,24.8,-6.9,4.2,10.5
O=C(CNC(=O)c1ccccc1F)OC(C(=O)Nc1cc(C(F)(F)F)ccc1Cl)c1ccccc1 (stereo unspecified),0.6,3.4,-4.4,2.7,-2.9,16.9,4.1,5.1,12.6
CCCN1CCN(C(=O)Nc2ccc(C(=O)OCC)cc2)CC1,-2.2,0.4,-6.4,-3.0,1.3,-12.9,-4.2,8.7,7.0
CC(=O)c1ccc(NC(=O)C2CCCNC2=O)cc1 (stereo unspecified),4.1,34.1,-8.7,-1.1,1.6,-13.7,55.2*,2.3,-4.6
CCOC(=O)c1sc(NC(=O)OC)c(C(=O)OC)c1C,-0.2,-1.3,-0.8,-1.1,-0.2,8.8,7.4,-12.3,10.3
COc1cccc(-n2cc(C(=O)NC(C)C)c3ccccc3c2=O)c1,0.0,2.5,-0.8,2.7,-2.3,0.9,-1.1,1.3,2.3
CCC(C)N1CC(C(=O)NC2CCCCC2)CC1=O (stereo unspecified),1.5,-13.7,3.6,-2.1,1.4,15.0,4.6,-12.9,0.3
COCCNc1nc(N)c([N+](=O)[O-])c(NCc2ccccc2)n1,-0.5,10.2,3.4,-3.0,9.0,17.6,3.1,15.9,13.9
COc1ccc(-c2oc3ccc(-c4cc(OC)c(OC)c(OC)c4)cc3c2C#Cc2ccsc2)cc1,-2.8,-2.2,5.3,-0.3,2.5,-8.6,-4.1,2.6,17.3
COc1cc(C(=O)NCCC2=CCCCC2)ccc1OC1CCN(C(C)=O)CC1,0.8,-1.9,16.6,-7.8,0.0,8.1,-0.6,-3.7,2.2
COc1ccc(C2C3=C(CCCC3=O)N(CC(=O)O)C3=C2C(=O)CCC3)cc1Cl,3.2,-16.0,5.5,6.8,0.8,-8.5,3.8,-36.2,3.3
O=C(C1CCC(CNc2c(N3CCCCC3)c(=O)c2=O)CC1)N1CCN(C2CCCCC2)CC1 (stereo unspecified),0.0,-2.6,-2.4,-2.2,0.9,-0.8,10.3,10.8,5.0
CCC1CCCCN1C(=S)Nc1ccc(S(=O)(=O)Nc2ncccn2)cc1 (stereo unspecified),1.2,-4.5,-8.0,-2.2,-1.9,5.0,-8.2,-17.0,-7.5
Cc1nn(Cc2cccc(C(=O)O)c2)c(C)c1[N+](=O)[O-],1.1,-1.2,-11.3,-4.6,0.0,2.4,5.6,4.2,-2.0
N#CCSc1nc2c(cc1C#N)CCCC2,-1.0,4.4,2.5,-1.0,2.1,1.6,0.1,12.9,0.4
CCOC(=O)Cc1c(C)nc2c(-c3ccc(Cl)cc3)cnn2c1C,1.8,1.5,-3.6,-1.7,-0.9,14.9,28.9,-6.3,-8.7
COc1ccc(-c2ccc(SC)nn2)cc1,-7.2,-1.2,-29.0,-2.5,-4.7,0.7,2.8,-36.4,34.6
CN1C2CCC1CC(NC(=O)CSc1ccc(Cl)cc1)C2 (stereo unspecified),0.8,-3.2,-4.4,-2.6,-2.4,0.5,-12.9,-13.7,-20.1
O=S1(=O)CCN=C2SC3=C(CCCC3)N21,0.3,8.0,9.1,2.0,-4.0,-7.5,-6.7,12.7,-1.4
N=c1ccn(Cc2ccc(Cl)cc2)cc1,-3.0,8.0,27.7,-1.8,0.3,2.8,-4.5,10.0,-1.9
Cc1ccc(CSCC2Nc3ccc(C(=O)N4CCN(c5ccc(F)cc5)CC4)cc3NC2=O)cc1 (stereo unspecified),-0.1,7.8,4.3,-6.2,-2.2,4.0,7.1,13.0,12.0
O=C(Nc1ccccc1)/C(=C\c1ccc2c(c1)OCO2)NC(=O)c1ccco1,-0.9,9.4,29.6,-1.9,2.5,2.1,-4.8,23.1,13.6
COCC(=O)n1nc(-c2ccccc2)nc1NCc1ccc(N(C)C)cc1,1.8,-2.3,-64.4,-1.9,1.1,10.1,0.5,12.9,8.9
COc1cccc(C(=O)NCCN2C(=O)S/C(=C/c3cccs3)C2=O)c1OC,-0.2,3.8,-9.8,-3.4,-2.5,7.3,-4.7,-30.5,22.9
COc1ccc(S(=O)(=O)NCC(c2cccnc2)N2CCN(Cc3ccccc3)CC2)cc1 (stereo unspecified),0.8,9.1,27.2,-4.8,5.7,-0.8,-4.1,3.2,-1.5
CCOc1ccccc1CN1CCNC(=O)C1CC(=O)NC1CCCCC1 (stereo unspecified),2.8,-3.2,22.5,0.9,-5.6,-2.5,-1.4,19.7,14.8
O=C(NCc1ccco1)C1CCN(c2nc3ccccc3n2Cc2ccc(F)cc2)CC1,-0.9,8.9,14.5,-2.3,0.7,16.1,10.4,7.6,13.4
O=C(CSc1nnc(NC(=O)c2ccc(F)cc2)s1)NC1CC1,8.5,4.0,16.7,0.1,-3.6,6.0,-1.3,-8.5,1.0
